# Screening data deposited in PubChem BioAssay by National Center for Advancing Translational Sciences (NCATS).
# Lamin A splicing = LMNA splicing modulation; Potency, µM (doses to about 46.1 µM), inactives show at the top dose ratio change, negative = inhibition, hits mostly inhibitors; 0.01% of 200,000 active; HeLa LMNA splicing GFP/RFP minigene ratio, 48 h; active means well fitted inhibition curve with a large enough effect in the signal ratio, with a control signal flat, not every such curve was filed as active; inconclusive means small, poorly fitted or top-dose-only effect, or effect the other way, or a change in a side signal; the % refers to the signal ratio
#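 S3 HeLa stable clones carrying a lamin A-EGFP splicing minigene plus DsRed2 were seeded at 600 cells/well in Opti-MEM with 2% FBS, pin-dosed and incubated 48 h at 37°C. Acumen cytometry (488 nm) gave the GFP/RFP total-intensity ratio.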
# * hit, by the source's call; u = inconclusive; [ ] = another dose, or the depositor's remark. On the % scale 0 is the no-effect control and ±100 the full control effect; potency means the concentration at half of the fitted maximal effect. Not all compounds are listed. The share of hits here may be higher or lower than overall.
SMILES,Lamin A splicing
CN(C)c1ccc(C(CNC(=O)COc2ccc(Cl)cc2)N2CCOCC2)cc1 (stereo unspecified),-17.2%[46 µM]
CCOc1cccc(CC(=O)Nc2ccc3nc(N4CCCCC4)cc(C)c3c2)c1OCC,u
COc1cccc(N2CCN(c3ncc4c(n3)CCN(Cc3ccc(Br)cc3)C4)CC2)c1,-14.5%[46 µM]
CCCNC(=O)c1ccc(Cn2c(SCC(N)=O)nc3ccccc3c2=O)cc1,u
COc1ccc(NC(=O)CN2C(=O)COc3ccc(S(=O)(=O)Nc4ccccc4)cc32)cc1OC,0.6%[46 µM]
COCCCNC(=O)C1CCCN(c2ncnc3onc(C)c23)C1 (stereo unspecified),15.1%[46 µM]
COC(=O)c1ccc(NC(=O)CC2C(=O)N(c3ccccc3)C(=O)N2C2CCCC2)cc1 (stereo unspecified),3.2%[46 µM]
COc1ccc(-n2c(SCC(=O)N3CCCc4ccccc43)nc3c([nH]c4ccccc43)c2=O)cc1,-7.7%[46 µM]
O=C(CSc1nc2c([nH]c3ccccc32)c(=O)n1-c1ccccc1)Nc1ccc(Cl)c(Cl)c1,-0.1%[46 µM]
Cc1ccccc1CN1CCC(CNc2ncnc3onc(-c4ccc(F)cc4)c23)CC1,-7.0%[46 µM]
COc1ccc(-c2noc(CSc3nc(N)cc(=O)[nH]3)n2)cc1OC,-12.4%[46 µM]
Clc1ccc(CN2CCN(c3ncnc4sc5c(c34)CCCC5)CC2)cc1Cl,u
COc1ccc(OCC(=O)Nc2cccc(-c3nc4ccccc4s3)c2C)cc1,4.6%[46 µM]
CCOc1ccc(NC(=O)CSc2nnc(NC(=O)Nc3ccccc3)s2)cc1,-0.1%[46 µM]
CC(C)CCNC(=O)c1ccc2c(c1)nc1n2CCCCC1,14.0%[46 µM]
COc1ccc(OCC(=O)NC2CC(=O)N(c3ccc4c(c3)OCCO4)C2)cc1 (stereo unspecified),11.0%[46 µM]
O=C(COc1ccc2ccccc2c1)NC1CC(=O)N(c2cccc(F)c2)C1 (stereo unspecified),22.6%[46 µM]
Cc1nn(C)c2c1c(C(F)(F)F)cc(=O)n2CC(=O)NCc1ccc(OC(C)C)cc1,20.0%[46 µM]
COc1ccc(CNC(=O)Cn2c(=O)nc(-c3ccccc3F)c3cc(Cl)ccc32)cc1,-6.5%[46 µM]
N#Cc1nc(-c2ccc(COc3ccccc3)o2)oc1N1CCCCC1,u
CCS(=O)(=O)Nc1ccc(-c2cn3c(C)csc3n2)cc1,u
Cc1ccnc(NC(=O)c2c(C)oc3ncn(CC(C)C)c(=O)c23)c1,-7.8%[46 µM]
Fc1ccc(-c2noc3ncnc(NCCc4ccccc4)c23)cc1,4.4%[46 µM]
Cc1cc(=O)n(Cc2cccc(Cl)c2)c2c1c(C)nn2-c1ccccc1,u
Cc1ccc(-n2ncc(C(=O)NCCN3CCCC3)c2C2CCN(C(=O)OC(C)(C)C)CC2)cc1C,u

# A draw from above in order of molar mass, falling:
SMILES,Lamin A splicing
Cc1nn(C)c2c1c(C(F)(F)F)cc(=O)n2CC(=O)NCc1ccc(OC(C)C)cc1,20.0%[46 µM]
N#Cc1nc(-c2ccc(COc3ccccc3)o2)oc1N1CCCCC1,u
CC(C)CCNC(=O)c1ccc2c(c1)nc1n2CCCCC1,14.0%[46 µM]

# Returning to the listing with the 6 entries that preceded the break.
SMILES,Lamin A splicing
N#Cc1nc(-c2ccc(COc3ccccc3)o2)oc1N1CCCCC1,u
CCS(=O)(=O)Nc1ccc(-c2cn3c(C)csc3n2)cc1,u
Cc1ccnc(NC(=O)c2c(C)oc3ncn(CC(C)C)c(=O)c23)c1,-7.8%[46 µM]
Fc1ccc(-c2noc3ncnc(NCCc4ccccc4)c23)cc1,4.4%[46 µM]
Cc1cc(=O)n(Cc2cccc(Cl)c2)c2c1c(C)nn2-c1ccccc1,u
Cc1ccc(-n2ncc(C(=O)NCCN3CCCC3)c2C2CCN(C(=O)OC(C)(C)C)CC2)cc1C,u
CCOc1ccc(CNC(=O)C2CCCN(c3nn4cc(-c5ccc(OC)cc5)nc4s3)C2)cc1 (stereo unspecified),u
O=C(CSc1nc(=O)n(CCN2CCOCC2)c2c1CCC2)Nc1ccc(Cl)c(Cl)c1,u
CCOc1ccc2nc(N3CCN(C(=O)c4ccco4)CC3)sc2c1,u
COc1cc(C(=O)N(Cc2cccnc2)c2nc3cc(C)c(C)cc3s2)cc(OC)c1OC,u
CCOc1ccc(NC(=O)c2ccc(CN3C(=O)C(C)=C(c4ccc(C)cc4)S3(=O)=O)cc2)cc1,-6.6%[46 µM]
Cc1nn(-c2ccc(N3CCCC3)nn2)c(C)c1CCC(=O)NCc1ccccc1,-8.6%[46 µM]
Cc1nc(N2CCOCC2)c2c(C(=O)N3CCN(c4ccccc4)CC3)c(C)oc2n1,5.1%[46 µM]
Cc1ccc(NC(=O)c2c(C)oc3ncn(C)c(=O)c23)cc1F,-0.8%[46 µM]
COc1cccc(CNC(=O)CCS(=O)(=O)c2ccc3c(c2)oc(=O)n3C)c1,u
COc1ccc(C(=O)NNc2ncnc3c2cnn3-c2cccc(Cl)c2)cc1OC,u
Cc1nc2ccccc2n1CCc1nc2c3ccccc3nc(SCc3ccccc3F)n2n1,-2.3%[46 µM]
O=C(NCc1ccc2c(c1)CCN2C(=O)c1ccncc1)c1ccccc1F,-4.6%[46 µM]
CCC1CCCCN1C(=O)CSc1n[nH]c(-c2ccccc2Cl)n1 (stereo unspecified),-15.8%[46 µM]
CCOC(=O)c1ccc(NC(=O)CSc2nc3ccccc3c(=O)n2CCC(=O)NC2CCCCC2)cc1,26.9%[46 µM]
CCN(CC)c1nn2c(=O)c(C(=O)NCCc3ccc(C)cc3)cnc2s1,1.0%[46 µM]
Fc1ccc(Nc2nc(SCc3cccc(Cl)c3)nc3ccccc23)cc1,u
COc1ccccc1CNC(=O)CCC1N=C2c3ccccc3N=C(SCC(=O)Nc3ccc(N(C)C)cc3)N2C1=O (stereo unspecified),-13.4%[46 µM]
Cc1ccc(CNC(=O)C(=O)Nc2c3c(nn2-c2ccccc2)CSC3)cc1,22.0%[46 µM]
COc1cccc(NC(=O)CSCc2cc(=O)c3ccc(C)c(C)c3[nH]2)c1,-4.3%[46 µM]
CCC1=C(c2ccc(C)cc2)S(=O)(=O)N=C1N1CCC(C(=O)NCc2ccc(N(C)C)cc2)CC1,u
COc1ccc(-n2ccn(CC(=O)Nc3ccccc3C(F)(F)F)c(=O)c2=O)cc1OC,5.2%[46 µM]
CC1CCc2c(sc3nnn(CC(=O)Nc4ccc(Cl)cc4)c(=O)c23)C1 (stereo unspecified),u
CCn1ccc2cc(S(=O)(=O)N3CCC(C(=O)NCc4cccc(Cl)c4)CC3)ccc21,0.9%[46 µM]
COc1ccc(NC(=O)CSc2nc(C)cc(C)c2C(=O)Nc2ccccc2OC)cc1,-10.2%[46 µM]
Cn1cnc(S(=O)(=O)N2CCC(C(=O)Nc3ccc(C#N)cc3)CC2)c1,11.4%[46 µM]

# Continued:
SMILES,Lamin A splicing
COc1ccc(N2CC(NC(=O)CCc3ccccc3)CC2=O)cc1OC (stereo unspecified),u
COc1ccc(OC)c(NCc2cccn2-c2nnc(N3CCC(C)CC3)s2)c1,u
Cc1ccc2c(=O)c(C(=O)c3ccc(F)cc3)cn(CC(=O)NCc3ccccc3Cl)c2n1,17.5%[46 µM]
CCOc1ccc(N2CC(NC(=O)c3ccc(S(=O)(=O)N4CCOCC4)cc3)CC2=O)cc1 (stereo unspecified),28.2%[46 µM]
Cc1ccc(C)c(NC(=O)Cn2cc(C(=O)c3ccc(Cl)cc3)c(=O)c3ccc(C)nc32)c1,u
COc1ccccc1CN1CCC(CNC(=O)c2cnn(-c3ccccc3Cl)c2C2CCN(C(=O)OC(C)(C)C)CC2)CC1,-1.5%[46 µM]
O=C(NCc1cccc(F)c1)c1ccc(NC(=O)c2nsc3ccccc23)cc1,15.7%[46 µM]
O=C(NC1CCCCC1)c1ccc2c(c1)N(Cc1ccccc1F)C(=O)c1ccccc1S2,-12.0%[46 µM]
COc1ccccc1N1CCN(c2cc(C)nc3c(-c4ccc(Cl)cc4)c(C)nn23)CC1,-0.7%[46 µM]
Cc1ccc(NS(=O)(=O)c2ccc(NC(=O)N3CCCC3)cc2)cc1C,-2.7%[46 µM]
CCN(Cc1ccccc1)S(=O)(=O)c1ccc(N2CCCCS2(=O)=O)cc1,14.7%[46 µM]
COc1ccc(N2CCN(C(=O)c3cc(NS(=O)(=O)c4ccc(F)cc4)ccn3)CC2)cc1,4.1%[46 µM]
O=C(Nc1cc(Cl)cc(Cl)c1)c1ccc2c(c1)N(Cc1cccc(Cl)c1)C(=O)c1ccccc1S2=O (stereo unspecified),14.2%[46 µM]
COc1ccc(C(=O)Nc2nnc(SCc3cc(=O)c4cc(C)cc(C)c4[nH]3)s2)cc1,-5.4%[46 µM]
Cc1cccc(CSc2nc(=O)c3c(n2C)NC(=O)CC3c2cccc(O)c2)c1 (stereo unspecified),u
Cc1cc(C)cc(NC(=O)CSc2nc3nccnc3c(=O)n2CCc2c[nH]c3ccccc23)c1,18.6%[46 µM]
O=C(Nc1ccc(Cl)cc1F)c1cc(S(=O)(=O)NC2CCCCCC2)ccc1F,u
CCCc1cnc2c(c1SCc1ccc(C(F)(F)F)cc1)c(=O)n(C)c(=O)n2C,-0.5%[46 µM]
CN(C)c1cccc(C(=O)Nc2ccc(-c3nc4ccccc4s3)cc2)c1,22.2%[46 µM]
CCCNC(=O)CCC(=O)N1Cc2ccccc2Oc2ncccc21,8.5%[46 µM]
CCOc1ccccc1NC(=O)Cc1noc2ccc(C)cc12,-16.1%[46 µM]
CCOc1ccccc1N(C)C(=O)c1cc(S(=O)(=O)NCc2ccc(C)cc2)ccc1F,u
COc1ccc(OC)c2sc(N3CCN(C(=O)C4COc5ccccc5O4)CC3)nc12 (stereo unspecified),-0.4%[46 µM]
Cc1ccccc1C(=O)Nc1cc(-c2ccc(Cl)cc2)nn1-c1ccccc1,-13.5%[46 µM]
COc1cccc(C(=O)Nc2ccccc2SCc2cc(=O)c3cccc(C)c3[nH]2)c1,1.4%[46 µM]

# (list continues)
SMILES,Lamin A splicing
CCOc1ccccc1NC(=O)CCS(=O)(=O)c1ccc2c(c1)oc(=O)n2C,7.0%[46 µM]
Cc1nn2c(=O)cc(COC(=O)c3ccccc3NC(=O)C(C)C)nc2s1,7.7%[46 µM]
COc1ccc(-n2ncc(C(=O)N3CCN(c4cc(C)ccc4C)CC3)c2C2CCN(C(=O)OC(C)(C)C)CC2)cc1,-2.1%[46 µM]
Cc1ccc(OCCSc2nnc(-c3cccs3)o2)cc1,11.2%[46 µM]
CC(=O)Nc1ccc(NC(=O)C(c2ccccc2)N2Cc3ccccc3C2=O)cc1 (stereo unspecified),u
COc1ccc(CNC(=O)CCc2c(C)nn(-c3ccc(N4CCCCC4)nn3)c2C)c(OC)c1,-4.0%[46 µM]
Cc1ccc2nc(COc3cccc(NC(=O)COc4ccccc4F)c3)cc(=O)n2c1,5.1%[46 µM]
Cc1ccc(/C=C/C(=O)N2CCC(c3nc4ccccc4o3)CC2)cc1,28.2%[46 µM]
Cc1ccc(CSc2nc3cccnc3n2Cc2ccc(C(=O)NCCc3ccccc3)cc2)cc1,-3.9%[46 µM]
COc1cc(NS(=O)(=O)c2ccc3c(c2)CCCN3C(C)=O)cc(OC)c1OC,22.2%[46 µM]
COc1cc(NS(=O)(=O)c2ccc3c(c2)OCC(C(=O)N2CCCC2)O3)cc(OC)c1 (stereo unspecified),-0.2%[46 µM]
Cn1c(SCC(=O)N2CCOCC2)ncc(C(=O)Nc2ccccc2)c1=O,9.2%[46 µM]
Cc1ccc(-n2ncc(C(=O)N3CCN(Cc4ccccc4)CC3)c2C2CCN(C(=O)OC(C)(C)C)CC2)cc1,-16.5%[46 µM]
Cc1ccc(Cn2ccn(Cc3ccccc3C)c(=O)c2=O)cc1,0.6%[46 µM]
O=C(Nc1ccc(Cl)cc1)c1cc(S(=O)(=O)N2CCCc3ccccc32)ccc1F,u
CC(=O)Nc1nonc1-c1nnc(SCC(=O)Nc2cc(C)cc(C)c2)n1-c1ccccc1,-1.3%[46 µM]
C=Cc1ccc(CN2C(=O)c3ccccc3Sc3ccc(C(=O)OCc4ccco4)cc32)cc1,-4.5%[46 µM]
O=S(=O)(c1ccc(-c2cnc(C3CC3)o2)cc1)N1CCN(c2ccc(F)cc2)CC1,u
Cc1nc2ccccc2n1CCc1nc2c3ccccc3nc(SCc3cccc(F)c3)n2n1,u
O=C(Nc1cccc(F)c1)c1cnc2sc(N3CCCC3)nn2c1=O,u
CCc1ccc(NC(=O)c2ccc(CN3CC(=O)N4CCCCC4C3=O)cc2)cc1 (stereo unspecified),-9.5%[46 µM]
COc1cc(OC)c(NC(=O)CN(C)S(=O)(=O)c2ccc3c(c2)CCCC(=O)N3)cc1Cl,-3.0%[46 µM]
COc1ccccc1CNC(=O)CC1N=C2c3ccccc3N=C(SCC(=O)Nc3ccc(F)cc3)N2C1=O (stereo unspecified),-22.4%[46 µM]
CC(=O)N1CCCc2cc(S(=O)(=O)N3CCCC(C(=O)Nc4cc(Cl)ccc4C)C3)ccc21 (stereo unspecified),1.1%[46 µM]
CCN(c1cccc(C)c1)S(=O)(=O)c1ccc(N2CCCCS2(=O)=O)cc1,15.6%[46 µM]

# (further entries)
SMILES,Lamin A splicing
COc1ccc(OC)c(S(=O)(=O)Nc2cccc(-c3ccc(N4CCCCCC4)nn3)c2)c1,6.0%[46 µM]
CCOC(=O)c1cccc(NC(=O)Cc2ccc(NC(=O)N3CCCCc4ccccc43)cc2)c1,u
CCOc1ccc(CCNC(=O)c2sc3ncccc3c2-n2c(C)ccc2C)cc1,u
Cc1cccc(NC(=O)c2ccc(F)c(S(=O)(=O)N3CCC4(CC3)OCCO4)c2)c1,-4.4%[46 µM]
COc1cccc(-n2cc(C(=O)NCc3ccc(C)cc3)c3ccccc3c2=O)c1,6.8%[46 µM]
CN(C)CCNC(=O)CCCN1C(=O)c2cccnc2Oc2ccc(Cl)cc21,14.6%[46 µM]
